From PubChem BioAssay
TNF necrop inh: blocks TNF-alpha induced death of Jurkat FADD-/- cells; AID 463075; Jurkat FADD-/- TNF necroptosis rescue, ATP luminescence, 24 h; 0 = TNF only, 100 = no-TNF cells; activation (protection from cell death), % at 10 µM; 220,000 compounds, 0.068% hits;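 active means activation, meaning protection from cell death, of at least 50% relative to plate controls; inactive means activation below 50%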;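 further: necroptosis triggered by 40 ng/mL TNF-alpha added together with compound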
zVAD death inh: blocks zVAD induced death of L929 cells; L929 zVAD necroptosis rescue, ATP luminescence, 24 h; with zVAD 60 µM; viability rescue, % at 10 µM; 220,000 compounds, 0.38% hits; AID 1377;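 active means activation, scaled between plate controls, above about 75%, limit read from the data; inactive means activation under that limit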;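 further: 0% = zVAD with DMSO and 100% = DMSO alone without zVAD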
Rad51 HR inh: blocks human Rad51 in homologous recombination; 200,000 compounds, 0.085% hits; hRad51 DNA strand exchange, fluorescence dequenching; Q06609; AID 1385; inhibition, % at 10 µM;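 active means inhibition above 40% at the single screening dose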;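 further: 0% = DMSO control wells and 100% = blanks with heterologous ssDNA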
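Read-out basis: percent inhibition relative to plate controls and blanks / Assay system: human Rad51 nucleoprotein filaments preassembled on unlabelled ssDNA / Timing: filaments 15 min 37 °C, then compound 30 min / Control set: per-plate controls and blanks / Technique: fluorescence dequenching at 485/520 nm / Compound: 10 µM final, single point / Also added: Fluorescein- and BHQ1-tagged 47-mer duplex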
Calpain2 inh: calpain II (pig) inhibition | inhibition, % at 16 µM | 220,000 compounds, 0.37% hits | AID 1236 | purified calpain II, fluorogenic peptide substrate, 30 min;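 active means inhibition above about 50%, limit read from the data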
PERK inhibitor: human PERK inhibition, primary cell-based screen; Q9NZJ5; CHO PERK-DD fusion, SEAP luminescence translation reporter; inhibition, % at 5.6 µM; 220,000 compounds, 0.17% hits;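 active means inhibition above the mean inhibition of all tested compounds plus 3 SD, set separately per screening campaign, cut at about 2.9% in these data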;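 further: PERK kinase domain activated by AP20187 dimerizer at 100 nM; 0% = DMSO with dimerizer and 100% = rapamycin at 8.4 µM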
EBV gp42 inh: EBV gp42 inhibition. inhibition, % (tested at 21.74 µM). Q1HVG2. Fluorescence polarization binding assay, mP read-out. 220,000 compounds, 0.42% hits; in the data active means inhibition above about 50%
MDM2 E3 inh: inhibitors of human Mdm2 E3 ubiquitin ligase. Q00987. cell-based MDM2 ubiquitination luciferase reporter, 2 h; 0 = plate control, 100 = twice control, blank-subtracted. signal enhancement, % at 5 µM. 210,000 compounds, 0.11% hits. AID 1230;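 active means signal enhancement of 30% or more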;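 further: luminescence tracks abundance of the self-degrading MDM2-luciferase fusion protein; higher signal means inhibition of MDM2 E3 ligase activity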
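Test system: stable mammalian line carrying autodegrading MDM2–luciferase fusion reporter; quantity: 2000 cells in each well; times: 4 h cell settling then 2 h compound exposure, 37 °C; detection: luminescence with SteadyLite reagent, 15 min at room temperature; evaluation: percent signal gain over controls, blank-subtracted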
eIF4E-4G inh: blocks eIF4E binding to eIF4G. inhibition, % at 21.7 µM. TR-FRET eIF4E-eIF4GI(517-606) binding, 2 h. 220,000 compounds, 0.37% hits. AID 782. P63073+Q04637;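 active means inhibition above about 30%, limit read from the data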;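 further: 0% = full FRET control wells and 100% = background wells lacking eIF4GI fragment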
KCC2 mod: modulates chloride dependent transport by human KCC2 | Q9H2X9 | KCC2 cells, thallium flux FluoZin-2 fluorescence | B-score of Tl+ flux slope (higher = more flux/activation; lower = inhibition) at 10 µM | 190,000 compounds, 2.2% hits;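 active means thallium flux slope and its plate-corrected score both differing from the plate sample mean at a set confidence after two filtering rounds, in either direction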;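 further: slope of fluorescence scaled to starting intensity during 10 to 20 s after thallium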
Target sequence (Q9H2X9 whole entry, looked up): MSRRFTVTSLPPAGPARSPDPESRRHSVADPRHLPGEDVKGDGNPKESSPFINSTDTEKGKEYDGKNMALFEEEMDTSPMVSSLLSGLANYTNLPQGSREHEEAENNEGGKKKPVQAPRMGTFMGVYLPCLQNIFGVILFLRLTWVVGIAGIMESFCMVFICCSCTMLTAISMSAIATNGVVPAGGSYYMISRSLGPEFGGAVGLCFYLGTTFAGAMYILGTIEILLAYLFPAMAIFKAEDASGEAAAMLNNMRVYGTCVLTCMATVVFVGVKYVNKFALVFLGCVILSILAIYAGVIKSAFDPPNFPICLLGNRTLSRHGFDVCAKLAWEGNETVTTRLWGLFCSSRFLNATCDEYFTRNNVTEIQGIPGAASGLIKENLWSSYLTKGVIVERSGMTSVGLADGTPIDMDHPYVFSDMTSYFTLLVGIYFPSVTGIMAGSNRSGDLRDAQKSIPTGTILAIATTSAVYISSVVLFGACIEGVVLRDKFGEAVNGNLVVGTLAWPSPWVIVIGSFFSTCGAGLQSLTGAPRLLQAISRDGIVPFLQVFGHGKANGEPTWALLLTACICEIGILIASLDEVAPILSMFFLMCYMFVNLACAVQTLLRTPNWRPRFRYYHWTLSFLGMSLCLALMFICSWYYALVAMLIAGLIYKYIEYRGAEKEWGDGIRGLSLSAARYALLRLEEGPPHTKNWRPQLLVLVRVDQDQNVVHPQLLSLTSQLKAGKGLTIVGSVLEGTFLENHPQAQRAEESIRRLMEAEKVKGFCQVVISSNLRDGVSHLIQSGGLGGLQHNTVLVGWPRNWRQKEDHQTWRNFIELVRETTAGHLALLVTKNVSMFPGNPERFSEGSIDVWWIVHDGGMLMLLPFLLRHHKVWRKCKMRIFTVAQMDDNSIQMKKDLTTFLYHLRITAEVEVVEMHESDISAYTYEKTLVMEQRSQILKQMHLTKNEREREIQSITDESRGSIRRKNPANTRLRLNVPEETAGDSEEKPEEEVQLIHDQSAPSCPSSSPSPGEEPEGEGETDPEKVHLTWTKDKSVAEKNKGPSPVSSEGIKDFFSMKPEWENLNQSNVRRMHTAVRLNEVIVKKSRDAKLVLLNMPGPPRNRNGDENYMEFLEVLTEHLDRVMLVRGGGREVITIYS
An asterisk follows results filed as active; x = no result given; [ ] = another dose, or the depositor's remark.

Compound	TNF necrop inh	zVAD death inh	Rad51 HR inh	Calpain2 inh	PERK inhibitor	EBV gp42 inh	MDM2 E3 inh	eIF4E-4G inh	KCC2 mod
O=C(O)c1cc2nc(-c3ccccc3)cc(C(F)(F)F)n2n1	-2.1	-0.1	-7	-31	1.3	-20	-81	6	x
O=C1CCc2cc(S(=O)(=O)NC(Cc3ccccc3)C(=O)NC3CCCCC3)ccc2N1 (configuration not stated)	-0.3	1.8	x	3	1.1	-2	0	0	x
CC(=O)Nc1ccc(C(=O)/C=C/c2ccco2)cc1	2.3	1.0	-3	-27	0.2	-9	-7	7	0.026
O=C(NN1C(=O)c2ccccc2C1=O)c1ccncc1	-0.3	0.0	-3	7	0.2	-11	6	0	1.1
O=c1[nH]c2cc3c(cc2cc1CN(CC1CCCO1)S(=O)(=O)c1ccccc1)OCCO3 (configuration not stated)	0.3	1.4	3	-14	-0.1	-7	-18	3	-0.37
N=c1n(CCN2CCOCC2)c2ccccc2n1Cc1ccccc1Br	-0.2	-0.6	-3	-8	-0.5	-13	-18	1[fluorescence artefact?]	0.092
COCCn1cnc2c1c(=O)n(CC(=O)c1ccc3c(c1)OCCO3)c(=O)n2Cc1ccccc1	3.0	-0.3	x	-25	0.3	-8	7	-5	0.34
COc1ccc2nc3sc(C(=O)NCc4cccs4)c(N)c3cc2c1	1.7	7.8	-7	22	0.3	-45	-2	-52	x
COc1cc(/C=N/n2cnnc2)ccc1OC(=O)c1ccco1	-1.6	-0.6	-9	-27	1.1	-9	-11	3	-0.21
C/C(CC(=O)Nc1cc(Cl)ccc1Cl)=N\NC(N)=S	-5.3	1.1	-5	11	0.5	-21	-2	-1	-1.5
Oc1c(C=Nc2ccc(Cl)cn2)sc2ccccc12	-8.9	1.6	-12	11	1.0	3	-48	7	0.5
Cc1sc2nc(CSc3nc4ccccc4s3)[nH]c(=O)c2c1C	16	0.6	-27	-54	-0.4	-44	0	-1	1.5

For reference, some entries already given:
Compound	TNF necrop inh	zVAD death inh	Rad51 HR inh	Calpain2 inh	PERK inhibitor	EBV gp42 inh	MDM2 E3 inh	eIF4E-4G inh	KCC2 mod
O=C(NN1C(=O)c2ccccc2C1=O)c1ccncc1	-0.3	0.0	-3	7	0.2	-11	6	0	1.1
O=c1[nH]c2cc3c(cc2cc1CN(CC1CCCO1)S(=O)(=O)c1ccccc1)OCCO3 (configuration not stated)	0.3	1.4	3	-14	-0.1	-7	-18	3	-0.37

The list goes on.
Compound	TNF necrop inh	zVAD death inh	Rad51 HR inh	Calpain2 inh	PERK inhibitor	EBV gp42 inh	MDM2 E3 inh	eIF4E-4G inh	KCC2 mod
O=C(COC(=O)c1ccc(Cl)nc1)NCc1cccs1	0.2	1.0	0	13	0.8	5	-7	2	-0.0033
Cc1nccc(-c2cccc(N/N=C(\C#N)C(=O)c3ccccc3)c2)n1	-2.2	14	2	2	0.3	-12	-16	-2	-5.1*
O=C(c1ccco1)N1CCN(c2ncnc3scc(-c4ccc(F)cc4)c23)CC1	0.2	-0.9	1	-4	-1.2	-21	x	3[fluorescence artefact?]	-1.9
COc1ccc(C2CC(=O)c3c(ccc4ccccc34)N2)cc1OC (configuration not stated)	-6.2	0.0	x	11	0.2	-5	4	7	0.86
COCCNC(=O)C(c1ccc(O)cc1)N(C(=O)CCC(=O)Nc1nccs1)c1cccc(C)c1 (configuration not stated)	1.4	-0.2	-13	-16	-0.3	10	4	1	1.1
CN(C)CCCCOc1ccc(F)cc1	1.1	0.8	11	-31	0.1	1	1	1	-0.8
OC(COc1ccc2ccccc2c1Br)Cn1cnc(-c2ccccc2)c1 (configuration not stated)	1.1	-0.8	13	27	-0.4	15	-12	3	1.1
Cc1cc(C)c(S(=O)(=O)NCc2ccncc2)c(C)c1	-8.6	0.2	-2	-26	-1.0	-6	-26	-3	0.041
COc1ccc(/C=N/c2oc(-c3ccccc3)cc2C#N)cc1OC	-5.7	0.4	1	-36	0.7	-10	-1	-1[fluorescence artefact?]	-2.5
COc1cc(/C=C/C(=O)OCc2cn3cc(Cl)ccc3n2)ccc1O	-13	-0.4	-53	-20	-0.4	-14	x	-6	-0.45
Cc1ccc(C)c(SCC(=O)OCC(=O)Nc2ccc(S(=O)(=O)N3CCOCC3)cc2)c1	1.1	0.2	-6	27	1.4	1	-6	12	-0.45
COC(=O)c1ccc(-n2c(C)cc(/C=N/n3cnnc3)c2C)cc1	-1.7	0.8	6	-39	-0.3	-5	-11	0	-0.11
O=C(COC(=O)C1CC(=O)N(c2nc(-c3ccccc3)cs2)C1)c1ccccc1 (configuration not stated)	-0.9	-0.4	-4	-16	0.8	-7	-2	0	-0.15
CCOc1ccc2[nH]cc(C(=O)N3CCN(C4CCCCC4)CC3)c(=O)c2c1	0.3	-0.9	-229	x	-0.5	x	x	x	-1.7
CCOC(=O)c1sc(C)c2c1NC(C)(c1cccc3ccccc13)NC2=O (configuration not stated)	1.6	-0.3	-3	-56	-0.1	13	-4	1[fluorescence artefact?]	-0.54
O=C(CSc1ncnc2nc[nH]c12)N1CCOCC1	-4.5	-0.2	11	-4	0.9	-9	-6	-2	0.43
CCCn1c(SCC(=O)NCCc2ccccc2)nnc1-c1ccco1	0.3	-0.7	5	-11	-0.9	-16	18	6	0.77
Cc1ccc2cc(C3C(C#N)=C(N)Oc4c3ccc3cccnc43)c(=O)[nH]c2c1 (configuration not stated)	-3.3	1.1	x	-42	0.2	-14	-2	7	x
CCOC(=O)NC(Nc1ncccn1)(C(F)(F)F)C(F)(F)F	0.4	-0.3	6	-8	-1.2	-11	-9	-8	0.27
CCOc1cc(C(=O)NC(=S)Nn2cnnc2)cc(OCC)c1OCC	0.1	5.2	4	17	-0.3	-12	-9	-1	1.3
C[n+]1ccc(C(=O)NCCC[N+](C)(C)C)cc1/C=N/O	-0.1	0.2	-27	18	0.3	-18	-9	1	x
O=C(CN1C(=O)COc2ccccc21)c1cccc(Cl)c1	-0.5	-0.8	2	23	0.3	-14	-76	-5	0.15
CCOc1cc(/C=N/NC(=O)Cn2nc([N+](=O)[O-])cc2C)ccc1OCc1ccc(F)cc1	1.4	0.5	2	36	0.7	-1	-15	-5[fluorescence artefact?]	-0.21
COc1ccc(N2CC(NC(=O)N3CCN(c4ccccc4)CC3)CC2=O)cc1 (configuration not stated)	0.4	3.5	-1	4	-0.6	8	-13	2	-0.21
O=C(Cn1cnc2c(nnn2Cc2ccccc2)c1=O)N1CCCc2ccccc21	0.5	1.9	x	-5	0.8	0	5	2	-4.5*
CC(=O)NC(CCS(C)(=O)=O)C(=O)Nc1ccc(Cl)c(Cl)c1 (configuration not stated)	1.5	0.7	4	-15	1.2	0	-11	2	1.1
Cc1cccc(NC(=O)c2ccc3nsnc3c2)c1C	-0.3	1.0	-5	-6	0.5	-24	-2	1	-0.23
CC(C)CN(CCCNC(=O)CN1C(=O)COc2ccc(S(=O)(=O)N3CCCC3)cc21)CC(C)C	1.0	-1.3	-12	17	0.1	0	-22	-1	-0.17
CCSc1nc(-c2ccco2)ccc1C#N	-2.2	0.0	-8	-103	-0.2	-13	-20	5	x
O=C(Nc1ccc(Oc2ncnc3cc(Cl)ccc23)nc1)c1cccs1	1.5	0.5	13	-23	1.3	-8	2	-2	-0.066
COc1ccc(OC)c(C2CC(=O)Nc3n[nH]c(-c4ccccc4)c32)c1 (configuration not stated)	-3.4	0.0	-4	-18	0.1	-12	6	3	0.041
CCOC(=O)C1=C(c2ccccc2)OC(N)=C(C#N)C1C(C)C (configuration not stated)	-1.5	0.3	-1	4	0.2	8	-14	5	x
COc1ccc(-n2nc(C(=O)Nc3cc(OC)c(OC)c(OC)c3)c3ccccc3c2=O)c(OC)c1	0.0	0.9	x	3	1.2	-8	x	0	0.33
Cc1ccc(/C=C2\SC(=S)N(CC(=O)Nc3cccnc3)C2=O)cc1	1.8	1.9	-24	-14	1.0	-4	-4	5	-0.12
CC12CN3CCN(CC(C3)/C1=N\N=C1/C3CN4CCN(C3)CC1(C)C4)C2	1.6	2.2	2	-10	-0.5	-16	-4	-1[fluorescence artefact?]	0.051
CCN(CC)C(=O)C(=O)c1cccn1-c1ccccc1C#N	-0.8	0.6	-1	23	2.0	2	-11	x	x
CC(C)CCn1c(COc2ccccc2)n[nH]c1=S	0.0	1.4	-46	2	-0.1	-14	-1	1	6.2*
COc1cc(C(=O)N/N=C(\c2ccccc2)c2ccccn2)cc(OC)c1OC	-9.8	48	3	6	0.4	-16	-16	4	-0.92
c1ccc2c(c1)oc1c(NCCCN3CCOCC3)ncnc12	1.8	1.4	11	-15	-0.4	-8	-20	-6[fluorescence artefact?]	-0.45
COc1ccc(OCCCC(=O)Nc2cccc([N+](=O)[O-])c2C)cc1	1.7	0.5	5	10	0.5	-31	-14	1	1.1
COc1ccc(Cn2cnc3sccc3c2=O)cc1	12	0.6	1	-12	0.2	-5	-19	-6	x
COc1cc(C=O)ccc1OCCCCOc1ccccc1[N+](=O)[O-]	-0.7	-0.7	-1	30	-0.4	10	-18	1	-0.99
COC(=O)C1CCCCN1C(=O)CCc1nnc(CCc2c[nH]c3ccccc23)o1 (configuration not stated)	-0.3	-0.3	x	-2	0.3	-6	-6	3	-0.94
C=CCN(CC=C)S(=O)(=O)c1ccc(NC(=S)NC(=O)/C=C/c2ccc(C)cc2)cc1	-3.3	0.2	1	31	-0.1	-5	-14	-1	0.057
CC(C)(C)C(=O)OCc1cn(-c2ccc(Cl)cc2)nn1	-2.2	-0.1	-2	-9	0.6	2	-10	-4	0.029
Cc1cccc(OCC(=O)NCC(=O)n2nc(C)cc2C)c1	-0.7	0.1	2	-4	1.9	-18	-15	4	0.0043
